Bioassay records deposited in PubChem by National Center for Advancing Translational Sciences (NCATS).
RGS4 inhibitor = inhibitors of human regulator of G protein signaling 4. P49798. Transcreener GDP fluorescence polarization, RGS4-accelerated GTP hydrolysis. Potency, µM (top dose mostly 114 µM), for the others: at the highest dose activity change, negative = inhibition, hits mostly inhibitors. 0.039% of 390,000 active; note: potency is the fitted concentration of half-maximal effect; % is set by controls: 0 for no effect and ±100 for the full control effect; nearly all actives have a fitted effect of over 75% in size; some results filed as inactive show a strong effect at the top dose
Target sequence (P49798 whole entry, looked up): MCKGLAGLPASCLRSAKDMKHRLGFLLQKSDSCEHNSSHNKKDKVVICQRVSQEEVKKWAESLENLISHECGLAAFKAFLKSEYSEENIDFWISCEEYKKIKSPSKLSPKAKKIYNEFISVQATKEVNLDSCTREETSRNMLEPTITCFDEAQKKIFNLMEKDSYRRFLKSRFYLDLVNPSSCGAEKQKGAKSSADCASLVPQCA
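MLSMR compounds (23 nl, pin-transferred) preincubated 10 min at room temperature with a 500nM (2x) first reagent, then RGS4 at 900nM (2x) plus Transcreener GDP mix added; fluorescence polarization (620/688 nm) read before and after 90 min at 30 °C.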
IDH1 R132H inh = blocks human mutant IDH1 R132H enzyme; Potency, µM (titrated, usually from 76.6 µM), for the others: top-dose activity change, negative = inhibition, usual class: inhibitors; O75874; 0.093% of 390,000 active; IDH1-R132H enzyme, NADPH consumption, diaphorase/resazurin fluorescence; note: potency is the fitted concentration of half-maximal effect; % is set by controls: 0 for no effect and ±100 for the full control effect; nearly all actives have a fitted effect of over 65% in size
Target sequence (O75874 whole entry R132H, stated change not applied): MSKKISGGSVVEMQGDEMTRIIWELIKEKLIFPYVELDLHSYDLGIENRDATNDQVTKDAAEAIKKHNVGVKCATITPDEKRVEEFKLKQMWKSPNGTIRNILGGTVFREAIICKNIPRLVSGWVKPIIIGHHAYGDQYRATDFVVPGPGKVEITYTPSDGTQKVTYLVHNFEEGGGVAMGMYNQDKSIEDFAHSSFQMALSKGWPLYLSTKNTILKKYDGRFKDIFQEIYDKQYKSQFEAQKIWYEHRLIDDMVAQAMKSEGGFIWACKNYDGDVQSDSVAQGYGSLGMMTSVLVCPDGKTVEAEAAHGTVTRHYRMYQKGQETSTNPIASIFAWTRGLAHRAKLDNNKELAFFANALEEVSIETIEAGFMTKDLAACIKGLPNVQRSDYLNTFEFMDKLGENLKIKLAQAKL
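IDH1-R132H (0.5 ug/mL) preincubated 30 min with compound, then NADPH (0.016 mM) and alpha-KG (2 mM) added; 80 min at RT, pH 7.5. Remaining NADPH coupled via diaphorase/resazurin to fluorescence (540/590 nm); concentration-response curves normalized to no-enzyme control.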
GRP78 ERSR act = induces the endoplasmic reticulum stress response in human glioma cells. AID 602332. 0.02% of 420,000 active. U87-MG GRP78 promoter luciferase reporter, 16 h. Potency, µM, inactives show at the top dose activation, most hits filed as activators; note: potency is the fitted concentration of half-maximal effect; series mostly up to about 76 µM; % of control where 0% means no effect; nearly all actives have a fitted effect of over 35% in size
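Stably transfected U87-MG human glioma cells carrying a GRP78-based luminescent sensor were seeded at 1000 cells/well, pin-dosed with compounds and incubated 16 h. Luciferase reagent was then added, and end-point luminescence was read after 10 min at room temperature.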
rTrxR1 inhibitor = rat TrxR1 inhibition; 1% of 390,000 active; O89049; recombinant rTrxR1, NADPH fluorescence consumption, selenite substrate; Potency, µM (doses to about 114 µM), for the others: at the highest dose activity change, negative = inhibition, most hits filed as inhibitors; AID 588453; note: potency is the fitted concentration of half-maximal effect; % is set by controls: 0 for no effect and ±100 for the full control effect; nearly all actives have a fitted effect of over 65% in size
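Rat TrxR1 (90 nM in the dispensed reagent) was pre-reduced with 400 uM NADPH for 5 min at room temperature, then incubated with compound for 15 min. After 400 uM selenite was added, NADPH fluorescence (Ex 340/Em 450 nm) was followed for 8 min.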
Vif-APOBEC3F blk = Vif-A3F binding inhibition; HeLa A3F-eYFP + Vif (tagged APOBEC3F with the HIV-1 protein that degrades it), YFP fluorescence increase; Potency, µM (titrated, usually from 46.1 µM), without a hit: at the highest dose activity, negative = active; 0.2% of 390,000 active; AID 602313; note: potency is the fitted concentration of half-maximal effect; % of control where 0% means no effect; nearly all actives have a fitted effect of over 65% in size
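Fluorescence increase (Ex 488/Em 500-530) after overnight compound treatment at 37 deg C flags inhibition of Vif-driven A3F-eYFP loss in stable HeLa A3F-eYFP/Vif cells seeded overnight beforehand.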
TrxR1 substrate = is turned over as a substrate by rat TrxR1; AID 588456; O89049; Potency, µM (series often up to 114 µM), for inactives: at the highest dose activity change, negative = substrate turnover; purified TrxR1 substrate turnover, NADPH consumption readout; 0.01% of 390,000 active; note: potency is the fitted concentration of half-maximal effect; % is set by controls: 0 for no effect and ±100 for the full control effect; nearly all actives have a fitted effect of over 50% in size
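Rat TrxR1, dispensed at 90 nM, was prereduced with 400 uM NADPH (final) for 5 min at ~22 deg C, then incubated with compound 15 min before 400 uM selenite. A first-read NADPH fluorescence drop versus no-compound background flagged substrates.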
USP1-UAF1 inh = blocks the human USP1/UAF1 deubiquitinase complex; O94782; recombinant USP1/UAF1, Ub-Rhodamine cleavage fluorescence; Potency, µM (titrated, usually from 57.1 µM), without a hit: top-dose activity change, negative = inhibition, actives largely listed as inhibitors; 0.23% of 390,000 active; note: potency is the fitted concentration of half-maximal effect; % is set by controls: 0 for no effect and ±100 for the full control effect; nearly all actives have a fitted effect of over 60% in size; inactives centre near -12
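In this screen, compounds sit with the deubiquitinase complex (1nM) for 15 min at room temperature before Ub-Rho is added at 150nM final. Fluorescence rise is then followed for 6 reads every 60 seconds.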
Vif-APOBEC3G blk = Vif-A3G binding inhibition | Q9HC16 | HeLa A3G-eYFP + Vif (tagged APOBEC3G with the HIV-1 protein that degrades it), YFP fluorescence, overnight | Potency, µM (series often up to 46.1 µM), for the others: at the top dose activity, negative = active, most hits filed as inhibitors | 0.076% of 410,000 active | AID 602310;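 note: potency is the fitted concentration of half-maximal effect; % is set by controls: 0 for no effect and ±100 for the full control effect; nearly all actives have a fitted effect of over 60% in size; hits raise eYFP signal because A3G escapes Vif-driven loss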
Target sequence (Q9HC16 whole entry, looked up): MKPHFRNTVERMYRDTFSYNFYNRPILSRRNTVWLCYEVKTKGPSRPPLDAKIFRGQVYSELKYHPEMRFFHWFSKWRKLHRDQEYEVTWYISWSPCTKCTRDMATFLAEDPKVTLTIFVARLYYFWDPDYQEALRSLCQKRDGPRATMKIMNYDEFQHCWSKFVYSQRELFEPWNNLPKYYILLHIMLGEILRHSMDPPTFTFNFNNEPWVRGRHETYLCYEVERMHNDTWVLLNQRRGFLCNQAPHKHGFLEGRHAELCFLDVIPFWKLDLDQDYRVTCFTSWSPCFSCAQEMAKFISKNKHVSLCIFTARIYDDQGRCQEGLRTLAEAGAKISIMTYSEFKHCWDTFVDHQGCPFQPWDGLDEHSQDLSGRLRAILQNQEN
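HeLa cells stably expressing Vif and C-terminally eYFP-tagged A3G, seeded overnight at 37 deg C, then exposed to compound by pintool overnight at 37 deg C. Rise in yellow fluorescence (Ex 488/Em 500-530, Acumen) marks blocked Vif-driven A3G degradation.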
LDHA block = LDHA (human) enzyme inhibition. activity change, % (values are at about 110 or 230 µM). AID 1347041. P00338. purified LDHA, NADH/diaphorase-resazurin fluorescence; active compounds read low. 0.15% of 480,000 active; in the data active = activity change below about -30%; inconclusive = mostly about -25% to -30%;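 note: plate controls were DMSO wells for no effect and wells without enzyme for full effect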
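Human LDH5 (2 nM) was incubated with 0.06 mM NADH and 0.2 mM pyruvate for 5 min at room temperature in Tris pH 7.4. Remaining NADH was coupled through diaphorase/resazurin, and resorufin fluorescence was read at 0 and 20 min.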
* marks the source's active call; other numbers are inactive results; ? = inconclusive; . = no result given; & = joins results of further samples; [ ] = another dose, or the depositor's remark. Unless noted, calls come from the whole dose curve; as a rule, active = well fitted curve in the direction sought with a large enough effect; inconclusive = small, poorly fitted or top-dose-only effect, or another doubt; inactive = no such curve, though single readings can be large; an effect the other way counts as inactive or inconclusive. An excerpt, so the mix of outcomes need not match the whole.

cpd | Structure | rTrxR1 inhibitor | RGS4 inhibitor | GRP78 ERSR act | Vif-APOBEC3G blk | IDH1 R132H inh | USP1-UAF1 inh | LDHA block | Vif-APOBEC3F blk | TrxR1 substrate
1 | Cc1sc(NC(=O)CSc2nnc(CCNC(=O)c3cccs3)n2C)nc1-c1ccccc1 | 14% | 11% | 0% | -11% | 4% | -9% | -9 | -3% | 6%
2 | O=C(c1ccc(S(=O)(=O)N2CCCCCC2)cc1)N1CCN(c2ccccc2)CC1 | 23%[57.1 µM] | -27% | -1% | -1% | 22% | -6% | -2 | 11% | 2%[57.1 µM]
3 | Cc1cc(-c2ccc(C(C)C)c(S(=O)(=O)N3CCN(c4ccccn4)CC3)c2)on1 | 31% | -6% | -4% | -24% | -1% | ? | -4 | -4% | 3%
4 | Cc1ccsc1CN(C(=O)c1oc2ccc(Br)cc2c1C)C1CCS(=O)(=O)C1 (stereo not drawn) | 19% | -35% | . | . | . | -1% | -2 | . | -2%
5 | CCN(CC)c1cc(C)nc2nc(-c3ccc(C)cc3)nn12 | 6% | 1% | 2% | 5% | 0% | -23% | -6 | 3% | 0%
6 | OCC1OC(n2cnc3c(SCc4ccccc4)nc(F)nc32)C(O)C1O (stereo not drawn) | 5% | -23% | -2% | 0% | 2% | -18% | -7 | 0% | 0%
7 | COc1ccc(S(=O)(=O)N2CCN(Cc3ccc(OC)c(OC)c3)CC2)cc1 | -17%[57.1 µM] | -43% | -5% | -3% | 3% | 5% | 0 | -27% | -7%
8 | COc1ccc(C(=O)N/N=c2\oc3ccccc3cc2C(N)=O)cc1 | 22%[57.1 µM] | -9% | -4% | -2% | -3% | -3% | -9 | -4% | 11%[57.1 µM]
9 | CC(C)[N+](C)(CCOC(=O)C1c2ccccc2Oc2ccccc21)C(C)C | 12%[57.1 µM] | -6%[56.9 µM] | -3%&1%&-4%&-3% | 3% | 6% | -30% | 0 | -4% | 9%[57.1 µM]
10 | O=C(Cc1ccc(-c2ccccc2)cc1)NCc1ccccc1 | -20% | -30% | -5% | -53% | 6% | -11% | -2 | -21% | -5%
11 | Cc1ccc(NC(=O)N2CC=C(c3c[nH]c4ccccc34)CC2)cc1Cl | 5%[57.1 µM] | -15% | -4% | ? | 9% | ? | 2 | ? | -1%[57.1 µM]
12 | CCc1ccccc1NC(=O)c1ccc(Cn2cc([N+](=O)[O-])cn2)cc1 | -3%[57.1 µM] | -13% | -2% | -3% | 4% | -17% | -5 | 1% | 11%[57.1 µM]
13 | COc1cccc2sc(Nc3nnc(-c4cccs4)o3)nc12 | 10%[57.1 µM] | 25%[11.4 µM] | -1% | -20% | 3% | -5% | -4 | -1% | -9%
14 | O=C(Cn1cc(SCc2cccc(F)c2)c2ccccc21)N1CCCC1 | 11% | 5% | 2% | -4% | -5% | 16% | 11&8 | -5% | 1%
15 | Cc1cc(S(=O)(=O)Nc2ccc3ccccc3c2)c(C)s1 | 5% | 4% | -1% | -24% | 4% | -7% | 8 | -12% | -9%
16 | CC[N+]1(CC(=O)c2ccc(Br)cc2)CCCCC1 | 8% | . | -1% | -1% | . | . | . | . | 4%
17 | CC(=Nc1ccccc1)C1=C(O)C(Cc2ccc(F)cc2)NC1=O (stereo not drawn) | . | . | -4% | -28% | 8% | -16% | -3 | 2% | .
18 | C[C@]12c3[nH]c4ccccc4c3CCN1C(=O)C(CC(=O)NCCCn1ccnc1)C[C@@H]2C(=O)N1CCCCC1 (stereo partly drawn) | 7% | 41% | -3% | 0% | 0% | -19% | -8 | 7% | -4%
19 | COc1ccc(N2CCN(C(=O)c3cnn(-c4ccc(F)cc4)c3-n3cccc3)CC2)cc1 | 19% | -10% | -2% | -5% | -3% | -19% | -11 | 4% | 4%
20 | O=c1cc(CNC2CCCCC2)c2ccccc2[nH]1 | 15%[57.1 µM] | 10% | -6% | -1% | 2% | -20% | -6 | 10% | 10%[57.1 µM]
21 | CC(C)c1c(C(=O)N/N=C/c2ccccc2OCc2c(F)cccc2Cl)nnn1-c1nonc1N | 39%[activator][57.1 µM] | -5%[56.9 µM] | -1% | -23% | 0% | -18% | -10 | 3% | 11%[57.1 µM]
22 | CCN(CC)S(=O)(=O)c1ccc(NCC2COc3ccccc3O2)c([N+](=O)[O-])c1 (stereo not drawn) | -11% | 17% | -3% | 1% | 0% | -15% | -6 | -2% | -9%
23 | CC(=O)Nc1c(C(=O)N2CCN(c3ccccn3)CC2)cnn1-c1ccc(C)cc1 | -10% | 23% | -4% | -1% | 8% | -13% | 1 | 2% | 6%
24 | COc1ccc(NC(=O)c2nc[nH]c2C(=O)N[C@@H](C)C(=O)OC(C)(C)C)cc1 | -5% | 18% | -1% | -4% | 1% | 13% | 1 | 1% | -14%
25 | COc1ccc(-c2cc(C)no2)cc1S(=O)(=O)NC(C)C | 15%[57.1 µM] | 17% | -1% | 3% | -8% | -14% | -10 | 2% | 3%[57.1 µM]
26 | O=C(Cn1c(=O)n(Cc2ccc3c(c2)OCO3)c(=O)c2oc3ccccc3c21)Nc1ccc(F)cc1 | 10% | 11% | -2% | -6% | -5% | ? | -22 | -19% | 1%
27 | Cc1nc(N)c(C#N)c(-c2cccnc2)c1-c1ccccc1 | 3% | -7% | -1% | 0% | -13% | -15% | -1 | 2% | 12%
28 | C[C@@H]1CN([C@H](C)CO)S(=O)(=O)c2ccc(C3=CCCCC3)cc2O[C@H]1CN(C)C(=O)Cc1cccnc1 | . | . | -2% | -2% | -10% | -18% | -8 | -3% | .
29 | CC1CCCCC1NS(=O)(=O)c1ccc(S(=O)(=O)N2CCN(CCC#N)CC2)cc1 (stereo not drawn) | 7%[57.1 µM] | -24% | -3% | -2% | 17% | -7% | 2 | 2% | 9%
30 | O=C(Nc1cccc(C(=O)Nc2ccccc2F)c1)c1ccccc1 | 11% | -31% | -2% | 3% | 5% | -16% | -1 | 0% | 4%
31 | Cc1c(Cl)cc(-n2cnnn2)cc1[N+](=O)[O-] | 2%[57.1 µM] | -21% | -4% | -1% | 17% | -3% | 1 | -3% | 1%
32 | COc1ccc(NC(=O)CN2C(=O)C(c3ccc(C(C)(C)C)cc3)=NC2(C)C)cc1Cl | 6% | 1% | . | . | . | -17% | -6 | . | -4%
33 | Cc1ccc(NC(=O)c2ccc(NCCCN3CCOCC3)c([N+](=O)[O-])c2)cc1Cl | 7%[57.1 µM] | -16% | -5% | -5% | 0% | -7% | -2 | -10% | -16%
34 | CCCc1cc(=O)[nH]c(Nc2ccccc2O)n1 | 0% | -13% | -1% | -15% | 12% | ? | 16 | ? | 5%
35 | COCCCNC(=O)c1[nH]c2cc(OC)ccc2c1Sc1ccc(C)cc1 | 10% | -14% | 0% | 4% | 17% | 3% | 1 | -14% | -2%
36 | Cc1cccc(C)c1OCC(=O)N/N=C/c1cc2c(cc1[N+](=O)[O-])OCO2 | 21% | 4% | -3% | -2% | 1% | 4% | 1 | -4% | 3%
37 | O=C1CC(c2ccccc2)Sc2ccccc2N1Cc1ccccc1F (stereo not drawn) | 27% | 15% | 0% | -2% | 9% | -33% | -2 | -3% | 6%
38 | CCOC(=O)c1ccc([N+](=O)[O-])c(CS(=O)(=O)c2ccc(Cl)cc2)c1 | -3% | 16% | 0% | 0% | 3% | -2% | -2 | -9% | -4%
39 | COc1cccc(N(C(=O)C2CSC(=O)C2)C(C(=O)NC(C)(C)C)c2ccncc2)c1 (stereo not drawn) | 11% | 3% | 1% | 3% | -4% | 2% | -4 | -4% | -3%
40 | CCCCCC(=O)Nc1ccc(Cc2ccncc2)cc1 | -7% | 5% | -6% | -7% | 0% | -5% | 0 | . | -2%
41 | O=S(=O)(c1cc(Cl)ccc1Cl)N1CCN(Cc2ccc3c(c2)OCO3)CC1 | 33%[activator] | -30% | -2% | 4% | 7% | -19% | -2 | -3% | -2%
42 | O=C(CN1C(=O)/C(=C/c2ccc(F)cc2)SC1=S)NC1C=CS(=O)(=O)C1 (stereo not drawn) | 11% | 12% | -3% | -4% | 4% | -10% | -13 | 7% | -3%
43 | Cn1c(CCN2CCCCC2)nc2cc(NS(=O)(=O)c3ccccc3)ccc21 | 7%[57.1 µM] | 10%[11.4 µM] | -7% | -17% | 0% | -14% | -7 | 4% | -6%
44 | COc1ccc(-c2noc(CSc3nnc(-c4ccncc4)n3-c3ccc(F)cc3)n2)cc1OC | 9% | -8% | -3% | -3% | 4% | -14% | -8 | -14% | 6%
45 | CC(=O)c1ccc(OCC(O)CN2CCN(CCN3C(=O)c4cccc5cccc(c45)C3=O)CC2)cc1 (stereo not drawn) | -11% | -18% | 1% | 1% | -2% | -24% | -4 | 2% | -3%
46 | CC(C)Nc1oc(Cc2cccc3ccccc23)nc1C#N | -12% | 4% | -3% | -7% | 6% | -13% | 0 | -9% | -12%
47 | CCn1c(SCC(=O)NCC2CCCO2)nc2ccccc21 (stereo not drawn) | -2% | -5% | -4% | 2% | 6% | -20% | -2 | 3% | 1%
